# NCI-60 one-dose screen, 48 h, at 10 µM unless noted. Numbers give growth in % (100 = growth as untreated, 0 = no growth, -100 = all killed).
# MCF7: MCF7 breast cancer; hit rate 6.3% among 82,000
# BT-549: BT-549 breast cancer; hit rate 4.4% among 78,000; AID 1794793
# HS 578T: HS 578T breast cancer. hit rate 4.1% among 78,000. AID 1794788
# K-562: K-562 leukemia; hit rate 7.4% among 78,000
# MDA-MB-468: MDA-MB-468 breast cancer | hit rate 8.5% among 78,000
# LOX IMVI: LOX IMVI melanoma. hit rate 7.4% among 79,000
# T-47D: T-47D breast cancer; hit rate 5% among 79,000
# MDA-MB-231: MDA-MB-231 breast cancer; hit rate 5% among 81,000; AID 1794789
# * hit, by the source's call; / = no result given; & = joins results of further samples. Rule for the calls: active = growth percent below 10; inactive = the rest.
SMILES,MCF7,BT-549,HS 578T,K-562,MDA-MB-468,LOX IMVI,T-47D,MDA-MB-231
COC(=O)[C@H](Cc1ccccc1)NC(=O)c1csc([C@@H](C[C@H](C(C)C)N(C)C(=O)[C@@H](NC(=O)[C@H]2CCCN2C)C2CC2)OC(C)=O)n1,20,21,15,1.5*,-5.6*,17,54,6.1*
COc1cc(C=C2C(=O)NC(=S)NC2=O)ccc1O,106,99,101,119,92,104,109,107
CCCCCN(CCCl)C1c2ccccc2-c2ccccc21,71,87,104,63,82,94,58,97
CCCCC(=O)c1cc(OC)cc(OC)c1,102,106,108,107,105,113,100,99
CCOc1cc(/C=N\Nc2nnc(C)n2N)c(C)cc1N(CCCl)CCCl,9.3*,17,15,7.8*,-21*,2.0*,13,38
NC(CCSC(c1ccccc1)c1ccccc1)C(=O)O (configuration not stated),106,123,114,100,99,106,104,119
O=C(O)c1ccccc1N(CCO)CCCl,96,96,120,100,95,87,88,112
COC(=O)C1=C(OC)C(=O)OC12C(=O)N(C)c1ccc(Cl)cc12 (configuration not stated),102,105,99,122,116,99,96,105
CC(=O)O[C@@H]1CC[C@]2(C)[C@H]3CC[C@]4(C)C(=O)CC[C@H]4[C@@H]3C[C@@H]3SC(c4cccc(C)c4)=N[C@@]32C1,98,116,98,/,94,95,93,104
CCCCCN1CCN(Cc2ccc(Br)cc2)CC1,93,77,95,109,78,88,103,86
COc1ccc(CN2CCN(C(=O)COc3ccc(Cl)cc3)CC2)cc1,85,101,103,79,74,98,79,103
CC(C)NC(C)Cc1ccc(O)c(O)c1 (configuration not stated),96,85,109,97,119,98,100,89
CN[C@]1(c2ccccc2Cl)CCCC[C@H]1NCCCN1CCN(C)CC1,102,102,94,90,85,96,103,94
COC(=O)CC[C@H](Cc1ccccc1)NC(=O)c1csc([C@@H](C[C@H](C(C)C)N(C)C(=O)[C@@H](NC(=O)[C@H]2CCCCN2C)C(C)C)OC(C)=O)n1,17,-22*,38,24,67,29,78,37
O=C1NC(=O)C(=Cc2cn(Cc3ccccc3)c3ccccc23)C(=O)N1,86,78,78,63,/,83,56,85
CC(C)NC(C)(C)C(=O)c1ccccc1,85,99,94,126,81,97,/,94
CN1CCN(C(=O)COc2ccc(C=C3C(=O)NC(=S)NC3=O)cc2)CC1,91,100,92,96,91,94,94,108
CC(=O)O[C@@H]1C[C@H]2C(C)(C)C(=O)C=C[C@]2(C)[C@H]2CC[C@]3(C)C(=CC(=O)O[C@H]3c3ccoc3)[C@@]21C,48,87,/,71,/,77,77,82
CC(=O)O[C@H](C[C@H](C(C)C)N(C)C(=O)[C@@H](NC(=O)[C@H]1CCCCN1C)C(C)C)c1nc(C(=O)N[C@@H](Cc2ccccc2)C[C@H](C)C(=O)O)c(CCOCc2ccccc2)s1,26,-37*,11,7.1*,1.1*,12,62,9.5*
ClC(Cl)(Cl)Sn1cccn1,97,94,/,99,103,94,103,/
CCOP(=O)(Cc1ccccc1)OCC,101,115,109,86,97,95,106,110
CC(CN(CCCl)Cc1ccccc1)Oc1ccccc1 (configuration not stated),105,100,111,101,107,96,101,102
N#C[C@@H](O[C@@H]1O[C@H](CO)[C@@H](O)[C@H](O)[C@H]1O)c1ccccc1,103,107,104,101,103,100,91,107
C=CC(CN1CC1)OC(C)=O (configuration not stated),134,111,101,141,/,115,113,110
CCCCOP(=O)(N1CCCC1)N1CCCC1,101,104,/,75,102,92,103,107

# The last two entries of the part before open the next one.
SMILES,MCF7,BT-549,HS 578T,K-562,MDA-MB-468,LOX IMVI,T-47D,MDA-MB-231
C=CC(CN1CC1)OC(C)=O (configuration not stated),134,111,101,141,/,115,113,110
CCCCOP(=O)(N1CCCC1)N1CCCC1,101,104,/,75,102,92,103,107
C=CCC1(CCC)C(=O)NC(=O)NC1=O,106,122,167,131,106,101,102,105
CN(C)C(=O)Oc1ccc(Cl)cc1Cl,97,96,94,111,97,105,106,99
S=C(NCCN1CC1)Nc1cccc2ccccc12,90,112,103,123,101,88,80,97
CC(=O)c1ccc(C(=O)NCC2CCC3(CC2)OOC2(CCCCC2)OO3)cc1,82,92,102,56,66,35,54,71
CC(C)c1cccc(C(C)C)c1OCCN1CCCCC1,89,105,106,103,96,99,90,99
O=P(O/C(=C\c1ccccc1)c1ccccc1)(c1ccccc1)c1ccccc1,81,95,100,57,87,/,77,78
CC(Nc1ccccc1)C(=O)N1CC1 (configuration not stated),103,102,103,101,94,103,106,101
COC(=O)[C@@H](C)C[C@H](Cc1ccccc1)NC(=O)c1csc([C@@H](C[C@H](C(C)C)N(C)C(=O)[C@@H](NC(=O)[C@H]2CCCCN2C)C2CC2)OC(C)=O)n1,16,-31*,36,9.0*,0.8*,8.4*,73,23
Cc1ccccc1NC(=O)NCCN1CC1,87&100,115,118&106,110&107,104&100,98&91,91&101,104&110
O=C(Nc1ccc([As]=[As]c2ccc(NC(=O)c3ccccc3)cc2)cc1)c1ccccc1 (configuration not stated),-58*,-90*,-76*,-17*,-75*,-52*,-52*,/
O=C1NCCCCC1(Br)Br,98,116,109,111,/,105,99,116
COc1cc(C=C(Br)Br)cc2c1OCO2,93,106,96,90,104,99,106,109
O=C1c2ccccc2C(=O)c2c1ccc1ccccc21,84,97,106,98,108,85,75,88
CC(C)=CCC/C(C)=C\COC(=O)Cc1ccccc1,92,117,115,100,101,98,93,104
C[C@H]1[C@H]2CO[C@@H](O)C3C4Cc5c([nH]c6ccccc56)[C@H](C[C@H]32)N41,92,110,103,105,81,79,48,103
COc1ccc(-c2nc3c(s2)CC[C@@]2(C)C3=CC[C@H]3[C@@H]4CC[C@H](O)[C@@]4(C)CC[C@@H]32)cc1,95,113,100,104,100,92,91,113
COC(=O)C(Cl)Cl,91,102,98,121,107,107,108,133
O=C1NC(=S)NC(=O)C1=Cc1ccc(OCC(=O)N2CCCC2)cc1,95,95,95,98,102,95,91,108
CC(Cl)CNCc1ccccc1 (configuration not stated),90,99,93,96,102,93,67,103
O=C1OC(Cl)c2ccccc21 (configuration not stated),95,99,94,105,95,99,103,113
CC[C@H](C)[C@H](NC(=O)CN(C)C)C(=O)N(C)[C@H](C(=O)NC12C3C4C1C1C2C3C41C(=O)N[C@@H](Cc1ccccc1)C[C@H](C)C(=O)OC)C(C)C (some centres not stated),101,98,104,90,108,94,87,98
COc1ccc(/C=C/C(=O)c2nc3ccccc3n2Cc2ccc(Br)cc2)cc1OC,87,107,/,85,105,/,100,/
CCOC(=O)N1C2CCCCC21 (configuration not stated),104,101,109,105,98,107,108,113
Clc1ccc(NP(Br)(c2ccccc2)(c2ccccc2)c2ccccc2)cc1,77,73,/,43,79,77,84,84
NS(=O)(=O)c1nc[nH]c1[N+](=O)[O-],95,97,112,101,103,101,100,102

# Part of the list above, reformatted.
smiles | MCF7 | BT-549 | HS 578T | K-562 | MDA-MB-468 | LOX IMVI | T-47D | MDA-MB-231
C=CC(CN1CC1)OC(C)=O (configuration not stated) | 134 | 111 | 101 | 141 | / | 115 | 113 | 110
CCCCOP(=O)(N1CCCC1)N1CCCC1 | 101 | 104 | / | 75 | 102 | 92 | 103 | 107
C=CCC1(CCC)C(=O)NC(=O)NC1=O | 106 | 122 | 167 | 131 | 106 | 101 | 102 | 105
CN(C)C(=O)Oc1ccc(Cl)cc1Cl | 97 | 96 | 94 | 111 | 97 | 105 | 106 | 99
S=C(NCCN1CC1)Nc1cccc2ccccc12 | 90 | 112 | 103 | 123 | 101 | 88 | 80 | 97
CC(=O)c1ccc(C(=O)NCC2CCC3(CC2)OOC2(CCCCC2)OO3)cc1 | 82 | 92 | 102 | 56 | 66 | 35 | 54 | 71
CC(C)c1cccc(C(C)C)c1OCCN1CCCCC1 | 89 | 105 | 106 | 103 | 96 | 99 | 90 | 99
O=P(O/C(=C\c1ccccc1)c1ccccc1)(c1ccccc1)c1ccccc1 | 81 | 95 | 100 | 57 | 87 | / | 77 | 78
CC(Nc1ccccc1)C(=O)N1CC1 (configuration not stated) | 103 | 102 | 103 | 101 | 94 | 103 | 106 | 101
COC(=O)[C@@H](C)C[C@H](Cc1ccccc1)NC(=O)c1csc([C@@H](C[C@H](C(C)C)N(C)C(=O)[C@@H](NC(=O)[C@H]2CCCCN2C)C2CC2)OC(C)=O)n1 | 16 | -31* | 36 | 9.0* | 0.8* | 8.4* | 73 | 23
Cc1ccccc1NC(=O)NCCN1CC1 | 87&100 | 115 | 118&106 | 110&107 | 104&100 | 98&91 | 91&101 | 104&110
O=C(Nc1ccc([As]=[As]c2ccc(NC(=O)c3ccccc3)cc2)cc1)c1ccccc1 (configuration not stated) | -58* | -90* | -76* | -17* | -75* | -52* | -52* | /
O=C1NCCCCC1(Br)Br | 98 | 116 | 109 | 111 | / | 105 | 99 | 116
COc1cc(C=C(Br)Br)cc2c1OCO2 | 93 | 106 | 96 | 90 | 104 | 99 | 106 | 109
O=C1c2ccccc2C(=O)c2c1ccc1ccccc21 | 84 | 97 | 106 | 98 | 108 | 85 | 75 | 88
CC(C)=CCC/C(C)=C\COC(=O)Cc1ccccc1 | 92 | 117 | 115 | 100 | 101 | 98 | 93 | 104
C[C@H]1[C@H]2CO[C@@H](O)C3C4Cc5c([nH]c6ccccc56)[C@H](C[C@H]32)N41 | 92 | 110 | 103 | 105 | 81 | 79 | 48 | 103
COc1ccc(-c2nc3c(s2)CC[C@@]2(C)C3=CC[C@H]3[C@@H]4CC[C@H](O)[C@@]4(C)CC[C@@H]32)cc1 | 95 | 113 | 100 | 104 | 100 | 92 | 91 | 113
COC(=O)C(Cl)Cl | 91 | 102 | 98 | 121 | 107 | 107 | 108 | 133
O=C1NC(=S)NC(=O)C1=Cc1ccc(OCC(=O)N2CCCC2)cc1 | 95 | 95 | 95 | 98 | 102 | 95 | 91 | 108
CC(Cl)CNCc1ccccc1 (configuration not stated) | 90 | 99 | 93 | 96 | 102 | 93 | 67 | 103
O=C1OC(Cl)c2ccccc21 (configuration not stated) | 95 | 99 | 94 | 105 | 95 | 99 | 103 | 113
CC[C@H](C)[C@H](NC(=O)CN(C)C)C(=O)N(C)[C@H](C(=O)NC12C3C4C1C1C2C3C41C(=O)N[C@@H](Cc1ccccc1)C[C@H](C)C(=O)OC)C(C)C (some centres not stated) | 101 | 98 | 104 | 90 | 108 | 94 | 87 | 98
COc1ccc(/C=C/C(=O)c2nc3ccccc3n2Cc2ccc(Br)cc2)cc1OC | 87 | 107 | / | 85 | 105 | / | 100 | /

# The list goes on:
SMILES,MCF7,BT-549,HS 578T,K-562,MDA-MB-468,LOX IMVI,T-47D,MDA-MB-231
COc1ccc2c(c1)c(C(=O)O)c(Cl)n2Cc1ccc(Cl)cc1,100,114,91,82,/,85,93,96
COc1cc2c(cc1OC)[C@H]1C[C@H](O)CN1CC2,100,115,114,103,112,101,96,100
NCCc1ccc2c(c1)OCO2,101,103,104,109,110,99,101,101
Nc1nc(N)nc(Cl)n1,95,90,/,106,/,94,87,99
CCOC(=O)c1cncn1C(C)c1ccccc1 (configuration not stated),114,100,97,97,98,101,105,112
O=P(NC1CCCCC1)(Oc1ccccc1)Oc1ccccc1,98,/,/,91,108,96,90,115
CNC(Cc1ccccc1)c1ccc(OC)cc1 (configuration not stated),80,89,96,100,82,95,109,113
Nc1cccc2c1Oc1ccccc1O2,137,104,112,96,/,93,115,93
COC(=O)C1=C(O)c2[nH]c3ccccc3c2C2(C)CCCC1C2 (configuration not stated),80,/,92,60,70,92,98,83
C/C(CCl)=N/NC1=NC(C)(CCC2(C)N=C(N/N=C(/C)CCl)SP2(=O)NC23CC4CC(CC(C4)C2)C3)P(=O)(NC23CC4CC(CC(C4)C2)C3)S1 (configuration not stated),93,94,78,87,95,80,/,/
O=C(c1cccc(C(=O)N2CC2)c1)N1CC1,104,113,112,107,119,104,103,99
CNC(Cc1ccccc1)c1ccc2c(c1)CCCC2 (configuration not stated),85,101,103,59,73,89,86,83
c1ccc2sc(SNC3CCCCC3)nc2c1,86,103,103,96,104,93,67,90
CCSP(=S)(SCC)SCC,96,102,109,105,72,93,92,104
CC(C)CC1N=C(NN=C2CCCCC2)SP1(=O)NNc1ncccn1 (configuration not stated),96,114,106,97,/,115,100,101
ClC1=C(Cl)[C@@]2(Cl)[C@H]3[C@H]4C[C@H]([C@@H]5O[C@H]45)[C@H]3[C@@]1(Cl)C2(Cl)Cl,95,/,107,69,81,81,78,101
C=CCCN=C=S,45,84,101,59,46,50,42,60
O=C(NC(=O)c1c(F)cccc1F)Nc1cc(Cl)c(OC(F)(F)C(F)C(F)(F)F)cc1Cl (configuration not stated),82,89,127,70,85,86,100,96
CCC(CO)NC(=O)C1C=C2c3cccc4[nH]cc(c34)CC2N(C)C1 (configuration not stated),99,104,112,110,112,97,112,108
CC(C)CCC1(CCO)C(=O)NC(=O)NC1=O,105,110,109,108,98,103,99,106
CN(Cc1cccnc1)N=O,96,/,89,104,103,94,91,103
C1CCC([PH+](C2CCCCC2)C2CCCCC2[PH+](C2CCCCC2)C2CCCCC2)CC1.O=C(C1[CH-]CCCC1)C1CCCC[N-]1.[Au] (configuration not stated),-43*,-15*,14,5.1*,-40*,-96*,10,-55*
Oc1ccccc1CNCCc1ccccc1,104,116,104,101,113,96,101,109
O=CNC(O)C(Cl)(Cl)Cl (configuration not stated),101,104,102,113,102,99,107,109
CN1CC(=O)[C@H]2C[C@]23c2cccc4[nH]cc(c24)C[C@@H]13,94,/,100,88,98,98,92,102
CC(N)CCc1ccccc1 (configuration not stated),/,99,118,92,104,90,90,101
NC(=O)C(Br)c1ccccc1 (configuration not stated),/,78,103,84,58,57,95,88
COC(=O)CC12CC(NC(=O)c3csc([C@@H](C[C@H](C(C)C)N(C)C(=O)[C@@H](NC(=O)[C@H]4CCCCN4C)C(C)C)OC(C)=O)n3)(C1)C2,20,-20*,45,9.9*,39,23,64,6.7*

# Screens (PubChem)

# A portion of the library; count on the stated rates, not on these rows.
